Source: PubChem
NCI-60 one-dose screen, 48 h, at 10 µM unless noted. Numbers give growth in % (100 = growth as untreated, 0 = no growth, -100 = all killed).
SNB-75 = SNB-75 CNS cancer | 79,000 compounds, 5% hits | AID 1794750
HCC-2998 = HCC-2998 colon cancer | 79,000 compounds, 4.7% hits
KM12 = KM12 colon cancer cells; AID 1794800; 82,000 compounds, 5% hits
SF-539 = SF-539 CNS cancer | AID 1794752 | 81,000 compounds, 6.8% hits
SF-295 = SF-295 CNS cancer cells; 79,000 compounds, 5.6% hits; AID 1794758
HCT-116 = HCT-116 colon cancer; 82,000 compounds, 7.3% hits; AID 1794798
SNB-19 = SNB-19 CNS cancer cells | 81,000 compounds, 2.5% hits | AID 1794751
U251 = U251 CNS tumor cells; 80,000 compounds, 5.4% hits
SF-268 = SF-268 CNS cancer cells; 82,000 compounds, 3.1% hits
Numbers without * were called inactive; x = no result given; & = joins results of further samples; [ ] = remark or other dose. Rule for the calls: active = growth percent below 10; inactive = the rest. An unsorted share of the library. Share with any hit: about 11%.

nr	Molecule	SNB-75	HCC-2998	KM12	SF-539	SF-295	HCT-116	SNB-19	U251	SF-268
1	CC(=O)Nc1c(C#N)cnc2ccc3oc(=O)ccc3c12	106	103	110	104	102	107	102	100	107
2	O=S(=O)(NCCNc1nccc(-c2c(-c3ccc(O)cc3)nc3sccn23)n1)c1cccc2ccccc12	x	x	109	100	x	108	100	95	99
3	Clc1ccc(Cc2ccc(Cl)cc2)cc1	105	106	106	95	102	110	113	x	103
4	O=C(O)c1ccc(-c2nn(-c3ccc(C(=O)O)cc3)cc2/C=N/Nc2nc(-c3ccncc3)cs2)cc1	92	105	101	97	103	109	103	102	101
5	CCCN(CC)CCNc1cc(OC)cc2cccnc12	90	98	93	92	92	62	95	78	83
6	CCCCCCCCC(=O)C(C)C	119	107	101	106	102	107	96	x	107
7	N/C(=N\C(N)=N\c1nc2ccccc2s1)c1cccc([N+](=O)[O-])c1	77	106	63	92	78	56	88	76	92
8	Cc1nn(CC(N)=O)c2c1C(=O)CC(C)(C)C2	94	110	107	98	106	95	110	102	102
9	O=C(O)c1c(Cl)ccc([N+](=O)[O-])c1Cl	97	103	103	x	98	99	96	94	99
10	CCCCCN1C=C/C(=C\C(=O)N(C)c2cccc(Cl)c2)c2ccccc21	94	102	107	106	96	85	100	96	98
11	O=C1c2ccccc2C(=O)N1CCCCCCCCBr	88	109	115	97	97	102	98	87	107
12	Cc1cccc(NC(=O)Nc2ccc(-n3cnc4cc(-c5ccc(O)cc5)ccc43)cc2)c1	69	64	13	29	18	16	28	27	42
13	Cc1nc2ncccn2c1-c1csc(N)n1	79	117	108	x	86	111	105	94	113
14	CCc1ccc(NC(=S)n2c(=O)cc(C)c3ccc(O)cc32)cc1	97	105	100	91	102	104	105	99	98
15	O=C(CNC(=O)Nc1ccc(C2=NCCN2)cc1)Nc1ccc(C2=NCCN2)cc1	104	107	106	105	109	105	106	102	113

nr	Molecule	SNB-75	HCC-2998	KM12	SF-539	SF-295	HCT-116	SNB-19	U251	SF-268
16	Nc1ccc(C(=O)Oc2ccccc2)c(O)c1	103&85	106&101	119&91	96&87	86	105&90	108&78	104&76	102&77
17	O=CNc1ccc(C(=O)O)c(O)c1	74	106	112	99	104	110	100	x	112
18	CN(C)c1ccc(C2C(C#N)=C(N)Oc3cc4ccccc4cc32)cc1 (centres undefined)	53	104	97	90	87	92	90	89	85
19	COC(=O)C[N+](C)(C)Cc1nc(C#N)c(N(C)C)o1	x	95	93	109	108	95	84	103	92
20	O=c1cc(-c2ccccc2)ss1	91	94	109	92	x	101	101	101	101
21	Cc1cc(Cl)ccc1Nc1nc(C(F)(F)F)ccc1C(=O)N/N=C/c1ccccc1Cl	38	17	15	6.6*	8.7*	7.2*	29	22	31
22	CC(C)(C)[Si](C)(C)OCC1OC(n2cnc3c(N)ncnc32)CC1OS(C)(=O)=O (centres undefined)	97	103	96	108	110	102	108	92	98
23	O=C(/C=C(/C=C/c1csc2ccccc12)OB(F)F)/C=C/c1csc2ccccc12	16	92	38	41	87	-58*	48	17	5.8*
24	CCc1nnc(NC(=O)c2nnn(-c3ccccc3)c2-c2ccco2)s1	90	110	97	100	87	64	94	84	107
25	CS(=O)(=O)c1nccc(-c2c(-c3ccc(F)c(O)c3)nc3sccn23)n1	53	106	102	91	88	88	95	101	99
26	Nc1ncnc2sc(-c3ccc(N4CCOCC4)nc3)c(-c3ccccc3)c12	x	104	78	77	x	97	96	59	67
27	C=CCn1c(SCC(=O)Nc2cccc(C(=O)/C=C/c3ccccc3)c2)nc2ccccc2c1=O	82	96	57	77	96	-3.9*	77	47	92
28	COc1ccc(C2OC[C@@]3(C)C4CC[C@]5(C)C(CC=C6C7CC(C)(C)CC[C@]7(C(=O)O)CC[C@]65C)[C@@]4(C)C[C@@H](O)[C@@H]3O2)cc1 (some centres undefined)	97	101	54	96	94	43	91	51	89
29	CC(=O)OCC(=O)[C@@]1(O)CCC2C3CCC4=CC(=O)CC[C@]4(C)C3C(=O)C[C@@]21C (some centres undefined)	98	101	116	105	104	103	97	95	117
30	CN(C)CCCN1c2ccccc2Oc2ccc(Cl)cc21	44	56	74	85	88	70	80	70	68

nr	Molecule	SNB-75	HCC-2998	KM12	SF-539	SF-295	HCT-116	SNB-19	U251	SF-268
31	Cc1ccc(S(=O)(=O)NCCCNc2nccc(-c3c(-c4cccc(F)c4)nc4occn34)n2)cc1	73	117	78	95	100	54	91	71	62
32	COc1ccc(-c2nc3sccn3c2/C=C/C(=O)c2ccc[nH]2)cc1	79	95	29	82	113	95	91	92	84
33	O=C1OC(c2ccc(Cl)cc2)(c2ccc(Cl)cc2)c2ccccc21	110	104	95	114	99	64	105	104	95
34	COc1ccccc1NC(=O)Nc1cc(C(C)C)ccc1C	114	61	100	93	103	96	104	100	139
35	CSc1nc(N)n(/N=C(\C)c2ccccc2)c(=O)c1C#N	108	111	105	98	97	90	97	93	119
36	OCCN1C[C@@H](O)[C@@H](O)C(O)C1CO (some centres undefined)	111	102	100	103	107	104	106	102	101
37	COc1ccc(/C=N/NC(=O)c2ncc[nH]2)c(OC)c1OC	93	110	108	111	110	104	99	92	104
38	COc1ccc2cc(C3=Nc4ccccc4NC3)ccc2c1	96	106	100	106	92	96	97	99	94
39	COc1ccc(C(=O)NNc2nc(Cl)nc(Cl)n2)cc1	90	102	102	107	100	98	97	101	102
40	Cc1ccccc1N=P(c1ccccc1)(c1ccccc1)c1ccccc1	76	104	91	103	86	79	113	94	97
41	CN1CSC(=S)N(c2ccc(Cl)cc2)C1	95	82	49	96	63	88	99	83	77
42	CN1CCN(c2ccc(C(=O)/C=C3\C(=O)Nc4ccccc43)cc2)CC1	99	115	111	107	104	89	100	99	103
43	O=[N+]([O-])c1ccc(OS(=O)(=O)c2ccc(Cl)cc2)cc1	122	97	110	105	94	107	105	95	99
44	C=CCc1nc2ccccc2s1	90	114	107	119	117	104	110	100	108
45	O=C(O)/C=C\C(=O)Nc1cccc2c1-c1ccccc1C2	82	103	113	91	95	94	109	101	93

Some of these compounds in order of SMILES length, falling.
nr	Molecule	SNB-75	HCC-2998	KM12	SF-539	SF-295	HCT-116	SNB-19	U251	SF-268
45	O=C(O)/C=C\C(=O)Nc1cccc2c1-c1ccccc1C2	82	103	113	91	95	94	109	101	93
38	COc1ccc2cc(C3=Nc4ccccc4NC3)ccc2c1	96	106	100	106	92	96	97	99	94
41	CN1CSC(=S)N(c2ccc(Cl)cc2)C1	95	82	49	96	63	88	99	83	77

More structures.
nr	Molecule	SNB-75	HCC-2998	KM12	SF-539	SF-295	HCT-116	SNB-19	U251	SF-268
46	Cn1c(N2CCN(C(=O)c3ccc(Cl)cc3)CC2)nc(-c2ccccc2)cc1=O	61	109	98	90	92	94	84	93	96
47	CCn1cc(C(=O)O)c(=O)c2cc(F)c(N3CCN(C(=O)CSc4nc(-c5ccc(C)cc5)c(C#N)c(=O)[nH]4)CC3)cc21	92	108	105	115	106	90	109	98	98
48	Cc1ccc(NC(=O)c2[nH]c(SCCN(C)C)nc2-c2ccc(F)cc2)cc1Nc1ccc2ncn(C)c(=O)c2c1	66	50	50	65	83	21	92	67	71
49	OCC[C@@H]1C[C@@H]1c1cc2ccccc2s1	83	106	102	93	100	99	99	99	97
50	CCCCCCCCOC(=O)CC[C@@H](C)[C@H]1CC[C@H]2[C@@H]3[C@H](OC(=O)CCN)C[C@@H]4C[C@H](OC(=O)CCN)CC[C@]4(C)[C@H]3C[C@H](OC(=O)CCN)[C@]12C	64	84	78	56	x	49	116	x	70
51	Cc1cc(C)c(CCc2cc(C)c(C)cc2C)cc1C	98	101	106	105	108	106	105	94	103
52	O=C1O/C(=C\c2nc3ccccc3s2)c2ccccc21	97	100	92	104	99	101	102	94	85
53	Cc1nn(-c2ccccc2)c2nc3c(c(-c4ccc(Cl)cc4)c12)CNC1(N3)C(=O)N(Cc2ccccc2)c2ccccc21 (centres undefined)	89	105	97	96	96	87	106	105	96
54	O=[N+]([O-])c1ccc(O)c(O)c1	91	107	101	89	102	93	88	89	95
55	Cc1c(NC2CCC(=O)N2)c(=O)n(-c2ccccc2)n1C (centres undefined)	97	101	94	107	107	97	106	108	100
56	CC(=O)N(c1ccccc1)C1CCC2(C)C(=CCC3C2CCC2(C)C(C(C)CCCC(C)C)CCC32)C1 (centres undefined)	80	118	106	101	98	105	102	96	109
57	COc1ccc(CC#N)cc1OC	77	112	100	100	98	101	102	108	107
58	COc1cccc(C2=NN(c3ccc(-c4ccccc4)nn3)C(c3ccc(F)cc3)C2)c1 (centres undefined)	84	101	99	94	101	101	92	97	94
59	CCOC(=O)C1=C(C)N=C2SC=C(c3ccc(F)cc3)N2[C@H]1c1cn(-c2ccccc2)nc1-c1ccc(Cl)cc1	78	105	107	101	99	90	92	88	92
60	CCN(CC)C(C)(C)COC(=O)Nc1ccccc1Cl	109	100	103	100	105	86	106	108	98

Quoted at random: five compounds from above
nr	Molecule	SNB-75	HCC-2998	KM12	SF-539	SF-295	HCT-116	SNB-19	U251	SF-268
41	CN1CSC(=S)N(c2ccc(Cl)cc2)C1	95	82	49	96	63	88	99	83	77
47	CCn1cc(C(=O)O)c(=O)c2cc(F)c(N3CCN(C(=O)CSc4nc(-c5ccc(C)cc5)c(C#N)c(=O)[nH]4)CC3)cc21	92	108	105	115	106	90	109	98	98
48	Cc1ccc(NC(=O)c2[nH]c(SCCN(C)C)nc2-c2ccc(F)cc2)cc1Nc1ccc2ncn(C)c(=O)c2c1	66	50	50	65	83	21	92	67	71
25	CS(=O)(=O)c1nccc(-c2c(-c3ccc(F)c(O)c3)nc3sccn23)n1	53	106	102	91	88	88	95	101	99
11	O=C1c2ccccc2C(=O)N1CCCCCCCCBr	88	109	115	97	97	102	98	87	107

Additional compounds
nr	Molecule	SNB-75	HCC-2998	KM12	SF-539	SF-295	HCT-116	SNB-19	U251	SF-268
61	COc1nnc2c3cc(Cl)ccc3n(C)c2n1	91	102	100	101	98	100	98	102	102
62	CC(=O)OC1Oc2ccccc2-c2oc3nc(=N)n(C)c-3cc21 (centres undefined)	112	102	209	102	125	100	106	113	251
63	COC(=O)c1ccc2oc(NC(=O)c3ccc(Nc4ccccc4)c([N+](=O)[O-])c3)nc2c1	100	100	102	101	96	99	95	101	96
64	N#CC1=C(N)Oc2c(ccc3ccccc23)C1c1cc2ccccc2n2nnnc12 (centres undefined)	8.8*	47	18	-8.3*	11	-5.4*	26	19	26
65	COC(=O)Nc1nc2ccc(C(=O)c3ccc(N(C)C4COC4)cc3)cc2[nH]1	16	11	16	-7.0*	13	7.1*	27	17	42
66	CCC(C)C(NC(=O)CCN1C(=O)/C(=C/C(C)=C/c2ccccc2)SC1=S)C(=O)O (centres undefined)	x	138	116	99	112	102	105	106	113
67	CC(=O)Oc1c2c(nc3c1c1ccccc1n3Cc1ccccc1)-c1ccccc1C2	76	88	89	94	96	73	97	79	93
68	CCCCc1ccc(/C=C2\Oc3cc(OS(N)(=O)=O)ccc3C2=O)cc1	94	105	93	98	88	80	93	86	87
69	NS(=O)(=O)c1ccc(N2C(=O)/C(=C/c3cccc(Cl)c3)N=C2c2ccccc2)cc1	84	99	88	93	99	87	99	91	96
70	O=S(=O)(Cc1ccc(Cl)cc1)Cc1ccc(Cl)cc1	83	106	105	102	100	100	108	94	98
71	O/N=C\CCC/C=N/O	91	109	112	92	x	107	105	92	109
72	COc1ccc(/C=C\C(=O)c2ccccc2O)cc1	103	114	89	93	99	100	103	92	98
73	CC(=O)N(CCN(C)C)Cc1ccccc1	92	107	121	91	94	102	108	x	111
74	NN=C(c1ccc(Cl)cc1)c1ccc(Cl)cc1	96	96	93	104	91	98	99	102	97
75	CCOC(=O)CC(=O)Nc1sc(CC)cc1C(=O)OCC	62	81	90	58	69	62	61	102	92

nr	Molecule	SNB-75	HCC-2998	KM12	SF-539	SF-295	HCT-116	SNB-19	U251	SF-268
76	N#C/C(=C\c1cn[nH]c1-c1ccccc1)C(=O)Nc1sc2c(c1C#N)CCC2	95	107	102	105	97	102	99	103	105
77	Clc1ccc(NC2=NCCN=C(Nc3ccc(Cl)c(Cl)c3)SS2)cc1Cl	81	84	85	95	92	81	102	84	74
78	O=C(CSc1nc2ccccc2c(=O)n1-c1ccccc1)Nc1cccc(C(=O)/C=C/c2ccccc2)c1	76	113	87	99	98	-14*	85	71	95
79	COc1ccc2sc(-n3nc4nc5n(c(=O)c4c3N)-c3ccccc3Sc3ccccc3-5)nc2c1	74	94	81	104	66	66	80	82	87
80	CC(C)Cc1cccc2c1CCCC2	99	108	110	109	100	102	106	98	105
81	CCOP(=O)(OCC)C(NC(=O)c1ccc([N+](=O)[O-])cc1)C1=NCCS1 (centres undefined)	81	107	110	98	102	109	94	100	99
82	C=C1c2c(C)nn(-c3ccc(OC)cc3)c2N(C)C23C[C@@H]1C1(C)c4c(C)nn(-c5ccc(OC)cc5)c4N(C)C(C)(C[C@H]12)C3 (some centres undefined)	60	35	29	63	101	17	47	32	37
83	CCOc1nc(-c2ccccc2)cc2c(O)c(-c3nnco3)[nH]c(=O)c12	55	61	49	55	36	40	72	33	53
84	N/C(=N\c1nc(-c2ccccc2)cc(=O)[nH]1)Nc1ccccc1	80	108	85	103	97	89	95	100	88
85	C=C1C[C@@H]2OC(=O)[C@H](C)C2[C@H](O)/C=C(/C)CC[C@H]1O (some centres undefined)	79	110	104	107	98	100	112	97	95
86	C[C@H]1[C@H](C)CC[C@]2(C(=O)N3CCN(C)CC3)CC[C@]3(C)C(=CC[C@@H]4[C@@]5(C)C/C(=C/c6ccccn6)C(=O)C(C)(C)[C@@H]5CC[C@]43C)[C@H]12	85	101	95	100	99	84	100	104	97
87	CCOc1cc(CCNS(=O)(=O)c2ccc(C)cc2)c(C(C)=O)cc1OCC	93[100 µM]	96[100 µM]	67[100 µM]	101[100 µM]	x	78[100 µM]	87[100 µM]	86[100 µM]	80[100 µM]
88	c1ccc2c(c1)nc(-c1ccncc1)c1cccn12	103	115	102	110	114	107	105	107	101
